Source: PubChem BioAssay (The Scripps Research Institute Molecular Screening Center)
OXTR potentiate: potentiates the human oxytocin receptor response. P30559. CHO-OTR cells, Fluo-8 calcium fluorescence, potentiator mode; 0% = oxytocin EC15, 100% = EC100. activation, % at 3 µM. actives 0.061% (n = 320,000). AID 2445;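 active = activation above that plate's cutoff, the mean activation of tested compounds plus 3 SD, cut at about 6.6% in these data, passing the limit was not always enough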;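 also: 100% uses oxytocin at 75 nM as the full agonist control; some results filed as inactive read as strong as hits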
Target sequence (P30559 whole entry, looked up): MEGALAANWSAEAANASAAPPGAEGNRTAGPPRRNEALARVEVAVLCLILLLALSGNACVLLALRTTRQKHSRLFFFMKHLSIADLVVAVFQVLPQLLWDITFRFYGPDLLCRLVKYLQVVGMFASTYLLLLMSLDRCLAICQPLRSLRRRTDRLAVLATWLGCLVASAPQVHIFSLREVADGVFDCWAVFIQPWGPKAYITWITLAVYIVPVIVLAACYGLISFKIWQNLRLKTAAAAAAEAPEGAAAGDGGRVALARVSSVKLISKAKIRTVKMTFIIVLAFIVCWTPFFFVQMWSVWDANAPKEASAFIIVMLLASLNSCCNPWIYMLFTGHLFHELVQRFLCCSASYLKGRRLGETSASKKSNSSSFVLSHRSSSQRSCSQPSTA
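Replication – single well per compound, singlicate · Assay system – CHO cell line stably expressing human OTR · Timing – 6 min pre-incubation, 100 s read · Measure – normalized max/min fluorescence ratio, % activation · Doses – 3.0 µM, one dose · Detection – Fluo-8 calcium dye fluorescence · Probe or stimulus – oxytocin near EC15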
M1 ag parental: M1 agonist counterscreen hit in parental CHO-K1 cells; Fluo-8 calcium fluorescence; scaled to maximal ATP response, vehicle zero; activation, % at 3 µM; actives 0.48% (n = 360,000); in the data active = activation above about 15%;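 also: untransfected CHO-K1 host cells lacking M1 receptor as counterscreen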
V1R ag counter: activates human V1a receptor in oxytocin agonist counter-screen; activation, % at 3 µM; CHO-V1R cells, Fluo-8 calcium fluorescence, agonist mode; 0% DMSO, 100% 3 nM vasopressin; actives 0.25% (n = 320,000); AID 2797;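 active = activation above the mean activation of all tested compounds plus 3 SD, per screening run, cut at about 20% in these data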;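 also: signal is peak over basal fluorescence ratio across a 100 second FLIPR read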
GPR7 antagonist: antagonists of human GPR7 (neuropeptides B/W receptor 1); P48145; actives 1.1% (n = 290,000); inhibition, % at 4.4 µM; GPR7-expressing cells, fluorescence antagonist assay; AID 1861; in the data active = inhibition above about 16%, passing the limit was not always enough;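 also: cells stimulated with the agonist NPW; 0% = agonist with vehicle and 100% = vehicle without agonist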
Target sequence (P48145 whole entry, looked up): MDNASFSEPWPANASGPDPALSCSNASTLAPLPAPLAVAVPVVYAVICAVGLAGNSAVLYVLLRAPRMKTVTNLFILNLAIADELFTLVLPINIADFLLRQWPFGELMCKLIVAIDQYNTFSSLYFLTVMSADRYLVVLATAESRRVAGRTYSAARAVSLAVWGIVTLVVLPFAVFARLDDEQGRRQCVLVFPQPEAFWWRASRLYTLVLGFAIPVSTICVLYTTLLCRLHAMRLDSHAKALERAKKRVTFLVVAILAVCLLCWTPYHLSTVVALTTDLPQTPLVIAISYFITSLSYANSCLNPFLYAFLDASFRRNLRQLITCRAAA
CHO parental Ca: signal in parental CHO cells, OX1R antagonist counter-screen | inhibition, % at 5.6 µM | parental CHO-K1, ATP-induced calcium, Fluo-8 fluorescence | AID 463079 | actives 0.63% (n = 330,000);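 active = inhibition above that plate's mean sample inhibition plus 3 SD, cut at about 26% in these data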;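 also: 0% = ATP-challenged DMSO wells and 100% = DMSO wells without ATP; some compounds past the cut are filed as inactive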
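Test system: untransfected parental CHO cell line; also added: ATP stimulus; dosing: 5.6 µM, single dose; signal: calcium-sensitive Fluo-8 fluorescence; measure: percent inhibition of ATP-evoked calcium rise, normalized to controls; benchmarks: low control ATP plus DMSO, high control DMSO only; replication: one well per compound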
TAAR1 antagonist: antagonists of human TAAR1. CHO RD-HGA16 TAAR1, Fluo-8 calcium fluorescence, antagonist. inhibition, % at 3 µM. actives 1.5% (n = 360,000). AID 624466;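 active = inhibition above a per-plate cutoff, the mean inhibition of test compounds on that plate plus 3 SD, cut at about 49% in these data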;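 also: 0% = DMSO plus EC80 beta-PEA response and 100% = DMSO alone without agonist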
Target sequence (Q96RJ0 whole entry, looked up): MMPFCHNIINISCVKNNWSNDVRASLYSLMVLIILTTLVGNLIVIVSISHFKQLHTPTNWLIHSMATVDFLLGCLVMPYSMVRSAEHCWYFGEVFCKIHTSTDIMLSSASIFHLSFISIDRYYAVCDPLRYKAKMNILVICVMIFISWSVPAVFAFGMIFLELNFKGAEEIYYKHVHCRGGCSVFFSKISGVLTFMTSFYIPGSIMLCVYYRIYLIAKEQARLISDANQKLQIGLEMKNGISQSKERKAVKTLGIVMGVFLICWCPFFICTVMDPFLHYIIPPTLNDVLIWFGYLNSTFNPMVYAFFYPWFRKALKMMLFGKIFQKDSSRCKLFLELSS
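Test system: RD-HGA16 CHO cells with stable hTAAR1 and Gα16 / Probe or stimulus: EC80 β-phenethylamine stimulus / Times: seeding 17-24 h prior, 75-min 37 °C, 30-min RT dye loading / Detection: Fluo-8 calcium-sensitive fluorescence / Read-out basis: % inhibition scaled between DMSO and EC80 PEA controls / Repeats: singlicate, one well per test compound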
CHO-K1 Ca antag: M1 antagonist counterscreen hit in parental CHO-K1 cells; inhibition, % at 3 µM; AID 602250; ATP-induced calcium, Fluo-8 fluorescence; actives 0.6% (n = 360,000);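 active = inhibition above a per-plate cutoff, the plate's mean sample inhibition plus 3 SD, cut at about 24% in these data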;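 also: 0% = DMSO plus EC80 ATP and 100% = DMSO alone without ATP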
M1 PAM parental: nonselective activator or artifact in parental CHO-K1 calcium assay. actives 0.02% (n = 360,000). activation, % at 3 µM. ATP EC20, Fluo-8 calcium fluorescence; 0% at ATP EC20, 100% at ATP max;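 active = activation above the run cutoff, the mean activation of all test compounds plus 3 SD, cut at about 40% in these data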;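 also: peak over basal fluorescence ratio in a 140 s read after ATP addition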
OXTR ag: agonists of human oxytocin receptor; AID 2435; CHO-OTR cells, Fluo-8 calcium fluorescence; normalized: DMSO 0%, oxytocin 100%; actives 0.32% (n = 320,000); activation, % at 3 µM; P30559;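 active = activation above the mean of all tested compounds plus 3 SD, cutoff set per screening run, cut at about 20% in these data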;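 also: peak over basal fluorescence ratio from a 100 s FLIPR kinetic read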
* marks the source's active call; other numbers are inactive results.

Results for COc1ccc(NC(=O)CCC(=O)N(Cc2ccc(OC)c(OC)c2)c2nccs2)c(OC)c1 ?
OXTR potentiate: 5.8; M1 ag parental: -0.3; V1R ag counter: -0.2; GPR7 antagonist: -0.3; CHO parental Ca: -26.8; TAAR1 antagonist: -7.1; CHO-K1 Ca antag: -6.7; M1 PAM parental: 22.4; OXTR ag: -0.1

What do the screens show for `CCOC(=O)C1CCN(C(=O)c2c(C)oc3c2C(=O)c2ccccc2C3=O)CC1`?
OXTR potentiate: -5.8; M1 ag parental: 0.5; V1R ag counter: 0.5; GPR7 antagonist: -13.5; CHO parental Ca: -18.2; TAAR1 antagonist: 26.4; CHO-K1 Ca antag: 0.0; M1 PAM parental: 8.1; OXTR ag: -1.4

What do the screens show for `CCCn1c(SCC(=O)NNC(=O)c2ccc(C)cc2)nnc1C(C)C`?
OXTR potentiate: -10.0; M1 ag parental: 0.5; V1R ag counter: 0.2; GPR7 antagonist: -6.9; CHO parental Ca: -2.5; TAAR1 antagonist: 0.5; CHO-K1 Ca antag: -14.1; M1 PAM parental: 20.5; OXTR ag: -0.5

How did CCOC(=O)c1cnc2c(C#N)cnn2c1N do in these assays?
OXTR potentiate: -2.4; M1 ag parental: 1.2; V1R ag counter: 1.1; GPR7 antagonist: -2.5; CHO parental Ca: -8.8; TAAR1 antagonist: 1.7; CHO-K1 Ca antag: -11.7; M1 PAM parental: -8.6; OXTR ag: -0.3

How did Cn1c(=O)c2ncn(CC(=O)NCCOCc3ccccc3Cl)c2n(C)c1=O do in these assays?
OXTR potentiate: -5.0; M1 ag parental: 0.4; V1R ag counter: 0.1; GPR7 antagonist: -15.7; CHO parental Ca: -12.8; TAAR1 antagonist: -6.3; CHO-K1 Ca antag: -0.7; M1 PAM parental: 9.3; OXTR ag: -0.9

Results for CC(C)c1ccc(N2CCN(C(=O)c3ccccc3NC(=O)/C=C\C(=O)O)CC2)cc1 ?
OXTR potentiate: -19.2; M1 ag parental: 9.9; V1R ag counter: 11.6; GPR7 antagonist: -3.2; CHO parental Ca: 16.1; TAAR1 antagonist: 14.3; CHO-K1 Ca antag: 8.4; M1 PAM parental: 10.3; OXTR ag: 11.0

Results for O=C(COC(=O)CN1C(=O)C2CCCCC2C1=O)Nc1c(Cl)cccc1Cl (stereo not drawn) ?
OXTR potentiate: -2.6; M1 ag parental: 0.2; V1R ag counter: -0.9; CHO parental Ca: -17.1; TAAR1 antagonist: -4.5; CHO-K1 Ca antag: -8.9; M1 PAM parental: 6.1; OXTR ag: 0.9

Results for O=P(Cc1ccncc1)(c1ccccc1)c1ccccc1 ?
OXTR potentiate: -12.7; M1 ag parental: 0.8; V1R ag counter: 0.4; GPR7 antagonist: 4.9; CHO parental Ca: 14.1; TAAR1 antagonist: 8.0; CHO-K1 Ca antag: -11.2; M1 PAM parental: 14.9; OXTR ag: -0.3

How did C#Cc1ccc([C@@H]2C=C(C(=O)NCc3ccccc3)O[C@H](OCc3ccc(CO)cc3)C2)cc1 do in these assays?
OXTR potentiate: -11.0; M1 ag parental: 2.5; V1R ag counter: 0.4; GPR7 antagonist: -9.5; CHO parental Ca: -2.7; TAAR1 antagonist: 51.1*; CHO-K1 Ca antag: -17.2; M1 PAM parental: 18.6; OXTR ag: -1.4

Results for CCc1nccn1CCC(=O)N1CCCC(N2CCN(c3cccc(Cl)c3)CC2)C1 (stereo not drawn) ?
M1 ag parental: 2.1; GPR7 antagonist: -7.0; TAAR1 antagonist: -10.7; CHO-K1 Ca antag: -8.4; M1 PAM parental: 1.2

Results for O=C(Cn1ccccc1=S)c1ccc(Cl)c(Cl)c1 ?
OXTR potentiate: -11.5; M1 ag parental: 2.0; V1R ag counter: 0.5; CHO parental Ca: -16.0; TAAR1 antagonist: -14.6; CHO-K1 Ca antag: -15.8; M1 PAM parental: 24.1; OXTR ag: -1.1

What do the screens show for `O=c1c2ccccc2nnn1CSc1ccccc1F`?
OXTR potentiate: 4.8; M1 ag parental: 2.9; V1R ag counter: -0.3; GPR7 antagonist: -3.5; CHO parental Ca: -9.8; TAAR1 antagonist: 45.1; CHO-K1 Ca antag: -6.7; M1 PAM parental: 22.0; OXTR ag: -1.7

Results for O=C(COC(=O)/C=C/c1ccc(OC(F)F)cc1)NC(=O)NCc1ccccc1 ?
OXTR potentiate: -3.2; M1 ag parental: -0.5; V1R ag counter: 2.5; CHO parental Ca: -9.1; TAAR1 antagonist: -10.0; CHO-K1 Ca antag: 8.0; M1 PAM parental: -17.4; OXTR ag: 0.5

Results for COc1ccc(-n2nc(C(=O)NCC(=O)N3CCC(C)CC3)c3ccccc3c2=O)cc1 ?
OXTR potentiate: -5.5; M1 ag parental: 3.2; V1R ag counter: -1.2; GPR7 antagonist: -4.5; CHO parental Ca: -8.8; TAAR1 antagonist: -1.5; CHO-K1 Ca antag: 12.2; M1 PAM parental: -9.0; OXTR ag: -2.2

What do the screens show for `O=c1c2ccccc2oc2cc(C#CC3(O)CCCCC3)ccc12`?
OXTR potentiate: -11.3; M1 ag parental: 0.9; V1R ag counter: 0.4; CHO parental Ca: -34.2; TAAR1 antagonist: 28.2; CHO-K1 Ca antag: -18.2; M1 PAM parental: 11.8; OXTR ag: -1.6

What do the screens show for `CCN(CC(=O)Nc1c(F)cccc1F)C(=O)Cc1ccc(OC)c(S(=O)(=O)N2CCOCC2)c1`?
OXTR potentiate: 2.2; M1 ag parental: 0.2; V1R ag counter: -0.4; CHO parental Ca: -7.5; TAAR1 antagonist: 11.8; CHO-K1 Ca antag: -0.2; M1 PAM parental: 11.0; OXTR ag: -0.7

Results for O=C(NCCc1cccnc1)c1cc(COc2ccc(F)cc2F)on1 ?
OXTR potentiate: -4.2; M1 ag parental: 4.3; V1R ag counter: 4.5; GPR7 antagonist: -1.4; CHO parental Ca: -26.2; TAAR1 antagonist: 3.5; CHO-K1 Ca antag: -6.0; M1 PAM parental: -0.2; OXTR ag: 3.4

How did CC1=CSC2=NS(=O)(=O)CCN12 do in these assays?
OXTR potentiate: -2.0; M1 ag parental: 0.2; V1R ag counter: 0.9; GPR7 antagonist: -6.4; CHO parental Ca: -11.6; TAAR1 antagonist: -15.5; CHO-K1 Ca antag: -3.2; M1 PAM parental: 8.8; OXTR ag: 0.3

Results for Cc1ccc(NC(=O)c2cc3c(s2)CCCC3)cc1S(=O)(=O)Nc1ccccc1Cl ?
OXTR potentiate: -10.5; M1 ag parental: 3.9; V1R ag counter: 1.3; GPR7 antagonist: -10.8; CHO parental Ca: -0.8; TAAR1 antagonist: 23.6; CHO-K1 Ca antag: 3.0; M1 PAM parental: 22.1; OXTR ag: -1.1

What do the screens show for `CCOC(=O)c1c(C)[nH]c(C(=O)COC(=O)CSC)c1C`?
OXTR potentiate: -1.5; M1 ag parental: 0.4; V1R ag counter: -0.3; GPR7 antagonist: -9.5; CHO parental Ca: -13.1; TAAR1 antagonist: 1.2; CHO-K1 Ca antag: -10.1; M1 PAM parental: 7.2; OXTR ag: -0.3

How did COc1ccc(C(=O)CSC#N)cc1OC do in these assays?
OXTR potentiate: -1.2; M1 ag parental: 1.1; V1R ag counter: 0.5; GPR7 antagonist: -6.5; CHO parental Ca: -17.1; TAAR1 antagonist: -22.7; CHO-K1 Ca antag: -12.9; M1 PAM parental: 17.2; OXTR ag: 0.5

What do the screens show for `NS(=O)(=O)c1ccc(NNC(=O)c2cccs2)cc1`?
OXTR potentiate: -7.9; M1 ag parental: 0.4; V1R ag counter: 0.4; GPR7 antagonist: -11.7; CHO parental Ca: -6.2; TAAR1 antagonist: 0.1; CHO-K1 Ca antag: -0.1; M1 PAM parental: 7.7; OXTR ag: 0.6

How did O=C(O)C1(c2ccccc2)CCN(S(=O)(=O)c2ccc(F)c(F)c2)CC1 do in these assays?
OXTR potentiate: -8.7; M1 ag parental: 0.0; V1R ag counter: -0.1; GPR7 antagonist: -4.1; CHO parental Ca: 3.4; TAAR1 antagonist: 6.6; CHO-K1 Ca antag: -11.0; M1 PAM parental: 4.9; OXTR ag: 0.2

What do the screens show for `COc1ccc(S(=O)(=O)N2CCCC2CNC(=O)C(=O)NC2CC2)cc1` (stereo not drawn)?
OXTR potentiate: -4.3; M1 ag parental: 0.1; V1R ag counter: 0.2; CHO parental Ca: -17.5; TAAR1 antagonist: 2.1; CHO-K1 Ca antag: 1.9; M1 PAM parental: -4.9; OXTR ag: -0.3

Results for O=C(N/N=C/c1sc(N2CCOCC2)nc1-c1ccccc1)c1ccccc1Cl ?
OXTR potentiate: -1.4; M1 ag parental: -0.7; V1R ag counter: 0.0; GPR7 antagonist: -10.5; CHO parental Ca: -9.8; TAAR1 antagonist: -3.9; CHO-K1 Ca antag: 12.6; M1 PAM parental: -10.9; OXTR ag: 0.5

Results for Cc1ccc(NC(=O)CSc2nc(N)cc(=O)[nH]2)cc1S(=O)(=O)N1CCOCC1 ?
OXTR potentiate: -7.7; M1 ag parental: 0.7; V1R ag counter: -0.2; GPR7 antagonist: 17.6; CHO parental Ca: 4.1; TAAR1 antagonist: -7.7; CHO-K1 Ca antag: -4.2; M1 PAM parental: 2.8; OXTR ag: -0.2

How did Cc1ccc(Cn2nnc3c(=O)[nH]c(C4CCCN(S(=O)(=O)c5ccccc5)C4)nc32)cc1 (stereo not drawn) do in these assays?
OXTR potentiate: -6.6; M1 ag parental: 0.1; V1R ag counter: -0.7; GPR7 antagonist: -10.1; CHO parental Ca: -11.6; TAAR1 antagonist: -14.8; CHO-K1 Ca antag: 0.3; M1 PAM parental: 9.1; OXTR ag: -0.5

Results for CCc1nnc(NC(=O)CSc2nc3cccnc3n2C2CCCCC2)s1 ?
OXTR potentiate: -10.2; M1 ag parental: -0.6; V1R ag counter: -0.7; GPR7 antagonist: -13.8; CHO parental Ca: -10.7; TAAR1 antagonist: -21.4; CHO-K1 Ca antag: 11.2; M1 PAM parental: -5.2; OXTR ag: -1.4

What do the screens show for `CCCOc1ccc(-c2c(=O)n(O)c3ccccc3[n+]2[O-])cc1`?
OXTR potentiate: -7.0; M1 ag parental: 1.6; V1R ag counter: 0.3; GPR7 antagonist: -8.1; CHO parental Ca: 4.8; TAAR1 antagonist: -4.9; CHO-K1 Ca antag: -4.2; M1 PAM parental: 5.9; OXTR ag: -0.9
